# Compound activity (PubChem BioAssay)
# AP ELISA ortho = alternative pathway complement inhibition, orthogonal assay. Human serum alternative complement pathway, LPS-coated ELISA, C3 deposition; tested in compound mixtures. inhibition, % at 5 µM. 62,000 tested, 0.08% active. AID 1235;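 active means inhibition above 30% in each of the two pooled mixtures holding the compound, so the lower value exceeds 30%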;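 further: 0% = serum in Mg-EGTA without compound and 100% = EDTA serum blank; some compounds past the cut are filed as inactive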
#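 Test system: human serum complement alternative pathway, C3 deposition onto LPS / Medium: Mg2+-EGTA GVB++ buffer containing human serum at 1:15 dilution / Probe or stimulus: Plate-bound LPS / Times: 1 h at 37 °C / Signal: ELISA with HRP anti-human C3 antibody, TMB substrate, absorbance 450 nm / Measure: percent inhibition / Repeats: two pool placements per compound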
# 5HT1a antag = 5-HT1a (human) receptor antagonism. inhibition, % at 10 µM. CHO 5-HT1a Ga15 NFAT-bla reporter, antagonist mode. AID 612. 62,000 tested, 0.68% active. P08908;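 active means inhibition above the mean of all tested compounds plus 3 SD, cut at about 43% in these data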;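 further: receptor stimulated by 5-CT agonist at 100 nM near EC80; beta-lactamase reporter measured by ratiometric fluorescence of a cleavable substrate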
# Target sequence (P08908 whole entry, looked up): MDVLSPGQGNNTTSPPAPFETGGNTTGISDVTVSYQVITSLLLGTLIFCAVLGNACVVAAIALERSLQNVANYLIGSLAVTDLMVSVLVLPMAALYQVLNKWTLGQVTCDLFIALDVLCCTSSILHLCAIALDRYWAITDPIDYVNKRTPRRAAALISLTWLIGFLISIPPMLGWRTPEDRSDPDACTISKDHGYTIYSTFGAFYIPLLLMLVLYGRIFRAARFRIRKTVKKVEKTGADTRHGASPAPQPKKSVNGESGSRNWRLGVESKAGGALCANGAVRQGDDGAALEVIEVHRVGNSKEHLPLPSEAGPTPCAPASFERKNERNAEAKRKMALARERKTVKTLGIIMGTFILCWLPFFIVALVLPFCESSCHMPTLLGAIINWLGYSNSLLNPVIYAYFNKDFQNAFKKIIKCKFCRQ
# SF-1 act = SF-1 (human) activation. Q13285. CHO-K1 Gal4-SF-1 LBD luciferase reporter; % increase over DMSO SF-1-specific signal. activation, % at 10 µM. 65,000 tested, 1.9% active. AID 522;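 active means activation above the mean activation of all tested compounds plus 3 SD, cut at about 50% in these data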
#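 Material: Gal4–SF-1 LBD one-hybrid luciferase reporter in CHO-K1 cells | Amount: 4,000 cells per well | Compound dosing: 10 µM single point, 1% DMSO | Schedule: 20 h compound treatment, 37 °C | Measured by: SteadyLite luciferase luminescence | Evaluation: Percent activation versus DMSO | Control set: DMSO-treated SF-1-transfected cells as negative, DMSO-treated mock-transfected cells lacking SF-1 as background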
# S1P3 ag = S1P3 (human) receptor agonism | 60,000 tested, 0.1% active | activation, % at 4.5 µM | S1P3 NFAT-BLA reporter cells, FRET ratio; relative to 1 µM S1P, basal subtracted | Q99500;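 active means activation above the screen-wide mean plus 3 SD, cut at about 4.5% in these data, passing the limit was not always enough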; further: some compounds called inactive have numbers as strong as hits
#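 Assay system: stable CHO line with human S1P3, Gα16, NFAT-BLA reporter; Detection: FRET β-lactamase substrate fluorescence, excitation 405 nm, 460/535 nm emission ratio, background-subtracted; Read-out: percent activation versus median 1 µM S1P response, basal-subtracted, per plate; Incubation: cells plated overnight, compound 4 h 37 °C, substrate 2 h RT.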
# 5HT1E antag = antagonists of human 5-HT1E serotonin receptor. P28566. inhibition, % at 6 µM. 65,000 tested, 0.99% active. CHO 5-HT1E Ga15 NFAT-bla reporter, FRET, antagonist. AID 571;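 active means inhibition above a set limit, the mean inhibition across every tested compound plus 3 SD, cut at about 29% in these data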;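 further: signal is the 460 over 535 nm emission ratio of beta-lactamase substrate; 0% = agonist plus DMSO wells and 100% = wells without agonist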
# Target sequence (P28566 whole entry, looked up): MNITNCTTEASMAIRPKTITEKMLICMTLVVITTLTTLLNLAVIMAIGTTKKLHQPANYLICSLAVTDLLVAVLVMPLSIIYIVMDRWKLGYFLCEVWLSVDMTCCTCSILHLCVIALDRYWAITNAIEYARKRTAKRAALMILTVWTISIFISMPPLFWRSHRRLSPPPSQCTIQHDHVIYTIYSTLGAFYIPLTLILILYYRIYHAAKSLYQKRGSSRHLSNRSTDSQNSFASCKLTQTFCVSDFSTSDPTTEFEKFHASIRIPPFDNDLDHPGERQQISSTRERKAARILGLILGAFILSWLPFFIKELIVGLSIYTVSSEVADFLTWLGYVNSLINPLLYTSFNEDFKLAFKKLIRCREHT
# HTR1E agonist = 5-HT1E (human) receptor agonism; 65,000 tested, 0.69% active; CHO 5-HT1E Ga15 NFAT-bla reporter, FRET; 0% DMSO wells, 100% control agonist wells; AID 574; activation, % at 6 µM; P28566;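 active means activation above a set limit, the screen-wide mean activation plus 3 SD, cut at about 8.5% in these data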;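 further: 100% = positive control agonist at 1 µM giving full maximal response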
# S1P1 ag pot = S1P1 (human) agonism or agonism potentiation; activation, % at 9.5 µM; S1P1 CRE-bla cells, forskolin, beta-lactamase FRET, potentiator mode; S1P1 agonist co-added at EC20, 2 nM; 100% = saturating reference agonist, 0% = basal; 56,000 tested, 0.57% active; AID 449;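 active means activation above a cutoff set at the mean activation of all tested compounds plus 3 SD, cut at about 54% in these data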;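 further: forskolin at 4 µM as EC80 and the EC20 agonist is SEW2871; 100% = SEW2871 at its EC100 plus forskolin at EC80; some compounds past the cut are filed as inactive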
# RORA act = activators of human nuclear receptor RORA; P35398; CHO-K1 Gal4-RORA LBD luciferase reporter, luminescence; percent increase over mock-subtracted basal signal; activation, % at 10 µM; 65,000 tested, 1.5% active; AID 560;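 active means activation above the mean of all tested compounds plus 3 SD, cut at about 49% in these data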;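 further: 0% = DMSO-treated RORA cells and 100% = added signal equal to DMSO minus mock-transfected cells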
# Ecoli tolC = growth inhibitors of E. coli BW25113 tolC mutant. OD615. AID 573. 65,000 tested, 2.2% active. growth inhibition, % at 10 µM (by protocol);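 active means growth inhibition at or above a cutoff equal to the mean over every tested compound plus 3 SD, cut at about 60% in these data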;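 further: growth measured after 20 h incubation at 37 °C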
#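 Test system: tolC-deleted E. coli BW25113 | Medium: LB with kanamycin 50 µg/mL | Compound dosing: Single concentration, 10 µM final per compound | Schedule: 37 °C, 20 h exposure | Measured by: OD at 615 nm | Evaluation: Percent growth inhibition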
# * = called active by the depositor; nt = no result given.
SMILES,AP ELISA ortho,5HT1a antag,SF-1 act,S1P3 ag,5HT1E antag,HTR1E agonist,S1P1 ag pot,RORA act,Ecoli tolC
COCC(=O)N(c1ccc(C(C)C)cc1)C1C=CS(=O)(=O)C1 (centres undefined),12,3,-11,0.0,2,-0.3,-18,-20,-20
CCn1cc(C(=O)N2CCCC2)c(=O)c2cc(S(=O)(=O)N3CCOCC3)ccc21,-8,1,0,0.2,-8,-0.8,-21,16,-9
CC(C)C(NC(=O)CNC(=O)OC(C)(C)C)C(=O)NCc1ccccc1 (centres undefined),20,-6,7,-0.8,2,-0.6,-3,-13,-8
CCOCCCN(C(=O)CNC(=O)c1ccco1)C(C(=O)NC1CCCC1)c1ccccc1C (centres undefined),11,-6,-9,-0.7,-6,-0.1,-7,-20,-5
Nc1ccc(C(=O)OCCCc2nc3ccccc3[nH]2)cc1,5,12,-4,-0.9,8,-1.7,1,-8,9
Cc1nc(C)c(C(=O)Nc2ccc(Oc3ccccc3)cc2)o1,2,-19,13,-0.5,4,0.0,54,12,14
COC(=O)c1ccccc1NC(=O)C1CC(=O)N(C2CCCCC2)C1 (centres undefined),0,-6,1,-0.7,2,1.2,nt,-12,8
Cc1cc(OCC(=O)Nc2ccc(S(=O)(=O)N3CCN(C)CC3)cc2)cc(C)c1Cl,-7,-6,-3,-1.1,-14,-0.2,nt,1,0
O=C(Cn1cnc2c(cnn2-c2ccccc2)c1=O)OCc1ccccc1,9,4,4,-1.0,2,-1.6,1,6,-19
CC(=O)NCCn1ccc2ccccc21,7,-3,-16,0.8,-8,0.1,-47,9,-16
CCC(Oc1ccccc1)C(=O)N1CCN(c2ccccn2)CC1 (centres undefined),-7,5,-21,-0.2,4,-1.6,nt,-11,0
CCCC(=O)NCCCc1nc2ccccc2n1CC,26,-6,15,-0.3,-7,1.8,15,-9,-18
O=C1C2C3C=CC(C3)C2C(=O)N1CN(Cc1ccccc1)CN1C(=O)C2C3C=CC(C3)C2C1=O (centres undefined),-6,10,4,-0.3,3,-0.7,13,5,-15
CNS(=O)(=O)c1cccc2nsnc12,nt,nt,-6,-2.5,4,-0.1,-18,5,4
FC(F)(F)c1nnc2sc(-c3ccccn3)nn12,8,-6,-4,-0.2,-11,0.8,-27,-12,-25
O=C(c1ccccc1)N(Cc1cccs1)C1CCS(=O)(=O)C1 (centres undefined),2,-1,-1,-0.7,7,-1.0,3,13,0
O=C(C1CCCCC1)N1CCN(c2ccccc2F)CC1,1,-8,-7,-0.1,-7,0.5,nt,20,11
CCOC(=O)CNC(=O)c1cn(CC)c(=O)c2cc(OC)c(OC)cc12,14,-4,13,nt,13,0.3,nt,2,-9
CCOC(=O)CCc1c(C)n(CC)c2cc(-c3ccccc3OC)nn2c1=O,-12,11,-21,-0.4,3,-0.4,16,-4,8
CC1(C)CNC(=O)c2sc(N3CCCCC3)nc2C1,-22,6,30,-1.3,6,-1.0,-5,51*,3
CNS(=O)(=O)c1cccc(C(=O)OCC(=O)c2cc(C)n(-c3ccc4c(c3)OCO4)c2C)c1,1,7,-4,nt,-7,0.8,nt,-6,13
O=C(c1nn2c(C(F)(F)F)cc(-c3ccc(F)cc3)nc2c1Cl)N1CCOCC1,-9,-13,-18,-1.4,-6,0.7,-25,-3,-6
COc1ccccc1CNC(=O)CN(c1ccc(C)cc1)S(=O)(=O)c1c(C)nn(C)c1C,7,4,3,-0.5,14,2.7,-9,0,17
Cc1ccc(S(=O)(=O)CC(=O)N2CCCC2)cc1,11,1,-11,nt,9,-0.1,nt,-11,7
O=C(c1ccco1)N1CCN(c2nc(C(F)(F)F)nc3c2nnn3Cc2ccccc2)CC1,7,-10,-10,-1.4,-6,0.3,4,-15,47
CC(=O)c1cccc(NC(=O)CCOc2ccccc2)c1,0,10,-14,-1.3,19,-0.4,24,21,5
COc1ccccc1NC(=O)N1CCCC1C(=O)Nc1ccc(NC(C)=O)cc1 (centres undefined),-33,4,-5,-0.6,-7,-0.5,-10,-13,-8
CCOC(=O)c1ccc(NC(=O)c2cc3ccccc3o2)cc1,7,-21,2,-0.5,-8,-0.1,-5,12,13
CSCC[C@H](NC(=O)OC(C)(C)C)c1nnc(SCc2cccc(F)c2)o1,-5,2,30,-0.3,8,-0.8,0,14,29
N#CCCN1CCN(S(=O)(=O)c2ccc(S(=O)(=O)NCc3ccccc3)cc2)CC1,6,4,14,-1.5,-8,-0.2,12,12,-3
C=CCn1c(SCC(=O)Nc2sccc2C(N)=O)nc2sc(C)c(C)c2c1=O,-7,-1,11,1.7,33*,0.7,-35,-3,-16
Cc1ccc(CC2CC(=O)N(c3cc(C)on3)C2=O)cc1 (centres undefined),11,4,-11,0.2,-6,-0.1,-22,-10,-10
Cc1ccc2nc(NC(=O)C3CCCN(S(=O)(=O)c4cccnc4)C3)sc2c1 (centres undefined),-9,-14,-12,-1.0,2,0.8,16,18,19
COc1ccc(S(=O)(=O)N(C)C2CCN(C)CC2)cc1,7,1,6,0.7,8,-0.2,-37,-14,-12
COc1ccc(N(Cc2cc3cc(OC)ccc3[nH]c2=O)C(=O)C2CCCO2)cc1 (centres undefined),18,5,14,-0.4,8,-1.4,-9,21,-10
COc1ccc(OCC(=O)OCCN2C(=O)c3ccccc3C2=O)cc1,6,2,-3,-1.1,-13,-0.5,3,-4,2
CCN(CC)C(=O)CSc1nnc(CCCCCNC(=O)OC(C)(C)C)o1,13,-11,-10,-0.5,-15,1.2,6,-2,-5
COn1c(=O)c(-c2ccc(Cl)cc2)[n+]([O-])c2ccccc21,13,-6,-2,-0.7,-10,-0.4,-12,-18,-15
CCOCCc1nnc(NC(=O)c2cccc(F)c2)s1,2,4,7,0.0,3,0.5,-15,34,-18
Cc1nc(C)c(C(=O)C2=C(O)C(=O)N(CCCN(C)C)C2c2ccco2)s1 (centres undefined),-7,2,3,-0.2,5,-0.8,-1,6,-22
CC(C)N1CC=C2C(C#N)=C(N)C(C#N)(C#N)C(c3ccccc3)C2C1 (centres undefined),21,nt,-14,5.0,2,3.8,12,-17,-6
COC(=O)c1ccccc1COn1c(=O)c(C)[n+]([O-])c2ccccc21,10,2,-12,0.2,13,-0.8,0,18,0
O=C(CCCc1c[nH]c2ccccc12)N1CCN(S(=O)(=O)c2cccs2)CC1,-3,-13,-1,-1.3,13,0.1,15,30,19
CCOC(=O)c1ccccc1NC(=O)CN1C(=O)CCS(=O)(=O)c2ccccc21,2,20,5,nt,13,0.3,nt,0,-3
COc1ccc2cc(CCNC(=O)c3ccc(Br)o3)c(=O)[nH]c2c1,1,-8,8,0.2,-2,0.9,4,-12,42

# Results in RORA act and AP ELISA ortho, for 3 of the compounds above:
Structure,RORA act,AP ELISA ortho
COc1ccc(N(Cc2cc3cc(OC)ccc3[nH]c2=O)C(=O)C2CCCO2)cc1 (centres undefined),21,18
O=C(CCCc1c[nH]c2ccccc12)N1CCN(S(=O)(=O)c2cccs2)CC1,30,-3
C=CCn1c(SCC(=O)Nc2sccc2C(N)=O)nc2sc(C)c(C)c2c1=O,-3,-7

# Other results
SMILES,AP ELISA ortho,5HT1a antag,SF-1 act,S1P3 ag,5HT1E antag,HTR1E agonist,S1P1 ag pot,RORA act,Ecoli tolC
CC(C)OCC(O)Cn1c(N2CCCC2)nc2c1c(=O)[nH]c(=O)n2C (centres undefined),11,-11,6,-0.3,-1,-1.0,0,-13,-10
O=C(CCCCn1c(=O)[nH]c2ccsc2c1=O)NCC1CCCO1 (centres undefined),18,1,6,nt,5,-1.0,nt,-6,2
COc1ccc(NC(=O)CS(=O)CC(=O)Nc2cc(Cl)ccc2OC)cc1 (centres undefined),2,1,-16,-0.3,0,-0.6,-12,0,-7
Cn1nc(-c2ccc(Cl)cc2)c2cc(C(=O)NCCCN3CCOCC3)sc21,13,10,17,-0.6,-13,1.6,-49,25,32
O=C(Nc1ccc(OC(=O)c2cccnc2)cc1)c1cccnc1,8,4,-28,-0.9,0,-0.4,-5,-6,-19
Cn1cccc1C(=O)N1CCN(c2cccc(C(F)(F)F)c2)CC1,15,-11,-18,-0.8,4,0.5,5,-1,6
Cc1onc(-c2ccccc2Cl)c1C(=O)N1CCN(c2nc3ccccc3s2)CC1,nt,nt,9,-1.8,6,-0.8,0,-5,11
CCn1c(=N)n(CC(O)COc2cccc(C)c2)c2ccccc21 (centres undefined),-9,12,6,0.2,-5,-0.1,-21,-8,13
CC(C)c1cc(C(=O)Nc2cccnc2)no1,16,3,30,-0.1,5,-0.6,-4,61*,-17
Cc1cccc(Cn2c(=O)c3c(nc4n3CCN4Cc3ccco3)n(C)c2=O)c1,14,-4,-12,-0.5,-6,0.3,0,8,7
CCC(=O)NC(C)C(c1cccs1)N1CCOCC1 (centres undefined),10,-9,-2,-0.2,12,-0.3,6,-1,-9
COc1cc2c(cc1NC(=O)COC(=O)Cn1cnc3ccccc31)oc1ccccc12,2,3,28,-0.4,-9,0.0,18,7,4
CCc1c(C)nc2ncnn2c1N1CCCC(C(=O)NCc2ccc3c(c2)OCO3)C1 (centres undefined),14,-11,2,-1.9,2,0.6,-5,4,3
Cc1ccsc1C(=O)OCC(=O)N1CC(=O)Nc2ccccc21,0,0,6,-0.5,6,-0.7,0,-4,-16
CCOc1ccc(CCNC(=O)Cc2nn[nH]n2)cc1OCC,8,-10,1,0.3,0,-1.1,-18,7,-14
CCCCCOC(=O)C1[C@H]2C(=O)N(Cc3cccs3)C[C@]23C=C[C@H]1O3 (some centres undefined),-4,-24,-7,-0.5,-4,-0.7,14,10,-11
O=C1c2ccccc2S(=O)(=O)N1Cc1cc(=O)n2ccsc2n1,0,13,13,-1.2,5,-0.1,9,2,-3
CC(C)C(NC(=O)OC(C)(C)C)C(=O)N1CCCC1C(=O)NC(Cc1ccccc1)C(N)=O (centres undefined),20,-2,-12,0.6,-4,-0.1,6,-18,-18
C=CCn1c(SCC(=O)N(CC)CC)nc(O)cc1=O,-14,-2,3,-0.2,-3,-0.4,-14,-3,-16
C=C(C)CSc1nnc2n(C)c(=O)c3c4c(sc3n12)CCC4,nt,nt,-6,0.6,1,0.2,-3,1,12
COC(=O)c1[nH]c(C)c(/C(O)=C2\C(=O)C(=O)N(CCN3CCOCC3)C2c2cccs2)c1C (centres undefined),9,3,4,0.2,2,-0.5,10,23,-10
